aSyn tox rescue = alpha-synuclein toxicity suppression in yeast | S. cerevisiae alpha-synuclein toxicity rescue, BacTiter-Glo growth, 24 h | Potency, µM (series often up to 46.1 µM), for the others: at the highest dose growth rescue (activation), actives largely listed as activators | hit rate 0.02% among 94,000; active = well fitted activation curve with a large enough effect; inconclusive = small, poorly fitted or top-dose-only effect; also: 0% is about no effect
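Growth restoration measured by BacTiter-Glo luminescence after 24 hr at 30 deg C; alpha-synuclein yeast, raffinose-pregrown to mid-log, were added at OD600=0.02 in galactose medium onto pinned compounds.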
Numbers without * were called inactive; ? = inconclusive. Potency is read from the fitted curve at half-maximal effect.

SMILES	aSyn tox rescue
Cc1ccc(CN(C(=O)COc2ccc(Br)cc2)c2ccccn2)o1	?
Fc1ccccc1-c1csc(=Nc2cccnc2)n1CC1CCCO1 (configuration not stated)	2%
COc1ccc(S(=O)(=O)c2c(Nc3cccc(Cl)c3)sc(C(=O)c3ccccc3)c2N)cc1	8%
CC(C)NC(=O)C1CCCN(c2ncnc3onc(-c4ccc(F)cc4)c23)C1 (configuration not stated)	1%
COc1ccc(CNCCSc2nnnn2-c2ccccc2)cc1	15%
Cn1c(N)c(C(=O)COC(=O)COc2ccc3ccccc3c2)c(=O)n(C)c1=O	7%
COc1cc2ccccc2cc1C(=O)N1CCN(c2nc3c(C)cc(C)cc3s2)CC1	17%
Cc1c(Nc2cc(Cl)c3nonc3c2[N+](=O)[O-])c(=O)n(-c2ccccc2)n1C	3%
CCC1CN(C(=O)N2CCC(C(=O)N(C)Cc3ccccc3)CC2)c2ccccc2O1 (configuration not stated)	-5%
Cc1ccc(C(=O)Oc2cc(-c3ccc4c(c3)OCO4)cc(=O)c3c(C)oc(C)c23)cc1	3%
CCOc1ncccc1C(=O)OCc1ccc(C#N)cc1	9%
Cc1cccnc1NC(=O)Cn1nc([N+](=O)[O-])cc1C	-9%
CC(C)NC(=O)N(C)C[C@H]1OCCCC[C@@H](C)Oc2ccc(NC(=O)C3CCCCC3)cc2C(=O)N([C@H](C)CO)C[C@@H]1C	-9%
COC(=O)c1ccc2c(c1)N(CC(=O)Nc1ccc(C)cc1Cl)C(=O)c1ccccc1S2	-5%
O=C(Nc1nc2ccccc2[nH]1)c1ccc(Cl)cc1	-16%
CCN(CC)S(=O)(=O)c1ccc(NC(=O)COC(=O)c2c[nH]c(=O)[nH]c2=O)cc1	-3%
CCCCn1c(N)c(N(CC(C)C)C(=O)C2CC(=O)N(c3ccccc3C(C)CC)C2)c(=O)[nH]c1=O (configuration not stated)	10%
CC(NCCC1(Cc2ccccc2Cl)CCOC(C)(C)C1)c1cccs1 (configuration not stated)	18%
O=C(c1ccccc1)n1nc(-c2ccco2)nc1NCc1cccs1	6%
CCOC(=O)C1CCCN(C(=O)c2c(C)nn(-c3ccc(F)cc3)c2-n2cccc2)C1 (configuration not stated)	-8%
COc1ccc(NC(=O)Cc2noc3ccc(C)cc23)cc1Cl	-8%
Cc1ccccc1OCCn1c(=N)n(C(C)C)c2ccccc21	2%
O=C(O)c1cc(Cl)ccc1-c1ccc(/C=C/c2cc(C(F)(F)F)[nH]c(=O)n2)o1	3%
CCCCc1nn2c(=O)cc(COC(=O)c3ccccc3C)nc2s1	9%
O=C(CN1C(=O)COc2ccc(S(=O)(=O)N3CCCCC3)cc21)NCc1ccc(F)cc1	2%
CCOc1ccc(N(C(=O)c2ccc(Cl)cc2)S(=O)(=O)c2ccc3c(c2)n(C)c(=O)n3C)cc1	1%
CCC(Sc1nc(C)cc(C)n1)C(=O)Nc1ccc(S(N)(=O)=O)cc1 (configuration not stated)	1%
COc1ccc(CNC(=O)C2CCN(S(=O)(=O)c3ccc(F)cc3)CC2)cc1	4%
CC(=O)c1cccc(NC(=O)[C@H]2O[C@@H]3OC(C)(C)O[C@@H]3[C@H]3OC(C)(C)O[C@H]32)c1	3%
Cn1c(SCC(=O)N/N=C/c2cc([N+](=O)[O-])ccc2O)nnc1-c1ccccc1	1%

Entries shown so far with an aryl methoxy group:
SMILES	aSyn tox rescue
COc1ccc(S(=O)(=O)c2c(Nc3cccc(Cl)c3)sc(C(=O)c3ccccc3)c2N)cc1	8%
COc1ccc(CNCCSc2nnnn2-c2ccccc2)cc1	15%
COc1cc2ccccc2cc1C(=O)N1CCN(c2nc3c(C)cc(C)cc3s2)CC1	17%
COc1ccc(NC(=O)Cc2noc3ccc(C)cc23)cc1Cl	-8%
COc1ccc(CNC(=O)C2CCN(S(=O)(=O)c3ccc(F)cc3)CC2)cc1	4%

Part of the list above, reformatted:
CCC(Sc1nc(C)cc(C)n1)C(=O)Nc1ccc(S(N)(=O)=O)cc1 (configuration not stated)
  aSyn tox rescue = 1%

COc1ccc(CNC(=O)C2CCN(S(=O)(=O)c3ccc(F)cc3)CC2)cc1
  aSyn tox rescue = 4%

COc1ccc(NC(=O)Cc2noc3ccc(C)cc23)cc1Cl
  aSyn tox rescue = -8%

Cn1c(SCC(=O)N/N=C/c2cc([N+](=O)[O-])ccc2O)nnc1-c1ccccc1
  aSyn tox rescue = 1%

Continued.
SMILES	aSyn tox rescue
O=C(Nc1cccnc1)C1CCC(CNS(=O)(=O)c2cccc3nsnc23)CC1 (configuration not stated)	-5%
CCCC(=O)Nc1ccc(C(=O)NNC(=O)c2cccc([N+](=O)[O-])c2)cc1	3%
Cc1ccccc1CNC(=O)CC1C(=O)NCCN1CC1CCCCC1 (configuration not stated)	5%
O=C(CC1C(=O)OCC2CCCCN21)Nc1ccccc1C(F)(F)F (configuration not stated)	-7%
CCOc1ccc(S(=O)(=O)Nc2ccc3c(c2)CCCN3S(=O)(=O)c2ccc(C)cc2)cc1	5%
O=C(CSc1cn(CCNC(=O)c2ccccc2)c2ccccc12)NCc1ccco1	-7%
COc1ccc(NC(=O)CCCc2nnc3n(CCC(C)C)c(=O)c4sccc4n23)c(OC)c1	-7%
CCOC(=O)NC(=O)c1cn(Nc2ccccc2C(F)(F)F)c(=O)[nH]c1=O	-5%
CC1CCN(C(=O)CSc2nnc(Cc3cccn3C)n2CCc2ccccc2)CC1	1%
COc1ccc(S(=O)(=O)N2CCN(Cc3ccc4c(c3)OCO4)CC2)cc1C	7%
COc1ccc(Cl)cc1NC(=O)[C@H]1O[C@@H]2OC(C)(C)O[C@@H]2[C@H]2OC(C)(C)O[C@H]21	-1%
Cc1cccc2cc(C#N)c(NCCCNS(=O)(=O)c3ccc(Cl)cc3)nc12	?
CC12CCC(CC1=O)C2(C)C (configuration not stated)	-2%
O=C(NC1CC(=O)N(c2ccccc2)C1)C1CCCC1 (configuration not stated)	-5%
Cc1nc(SCC(=O)NCC2CCCO2)c2c3c(sc2n1)CCCC3 (configuration not stated)	1%
COc1ccc(NC(=O)COC(=O)C2CC(=O)N(c3ccc(C)cc3)C2)cc1 (configuration not stated)	1%
COc1cc(NS(=O)(=O)c2ccc(NC(=O)c3ccc(Cl)cc3Cl)cc2)nc(OC)n1	-4%
COc1ncnc2c1ncn2CCCNCc1ccc(C)o1	3%
O=C(Nc1ccc(Cl)cc1)N1CCC(CN2CCCC2)CC1	2%
Cc1ccc(NC(=O)C(=O)NCC(c2cccnc2)N2CCN(C)CC2)cc1F (configuration not stated)	-5%
Cc1c2cnn(-c3ccccc3)c(=O)c2c(C)n1CCCC(=O)Nc1ccc(F)cc1F	-18%
Cc1ccc(CNC(=O)c2cnc3c(-c4ccc(F)cc4)c(C)nn3c2C)o1	7%
COc1ccc(-n2cnnc2SCC(=O)N(C)c2ccccc2)cc1	-6%
COc1cccc(CNC(=O)c2ccc(F)c(S(=O)(=O)N3CCCCC3)c2)c1	2%
COc1ccc(CN2CCOC2=O)cc1OC	-4%
COc1ccc(Cn2ccc3nc(C)c(C(=O)NCc4ccc(C)cc4)cc3c2=O)cc1	8%
COc1cccc(C2CC(c3ccccc3)=NN2S(=O)(=O)c2ccccc2)c1OC (configuration not stated)	2%
CCC(C)N(C(=O)COC(=O)c1ccc(N)c([N+](=O)[O-])c1)C1CCS(=O)(=O)C1 (configuration not stated)	-1%
COc1ccc(/C=C\c2onc(C)c2S(=O)(=O)N2CCC(C(=O)Nc3ccc(C)cc3C)CC2)cc1	-2%
CCCCN(C)CCCNC(=O)CN1C(=O)CSc2ccc(S(=O)(=O)N3CCOCC3)cc21	-5%
CCOc1ccc(NC(=O)CS(=O)(=O)Cc2nc(-c3ccc(C)cc3)oc2C)cc1	-5%
COc1ccc(-n2ncc3c2ncn2nc(Cc4ccccc4)nc32)cc1	1%
COC(=O)c1cc2occc2n1Cc1nc(-c2ccc(Cl)cc2)oc1C	0%
O=C(NC1CC(=O)N(c2ccc(F)cc2)C1)C1CC1 (configuration not stated)	-3%
CCOC(=O)c1cc(-c2ccc(OC)c(S(=O)(=O)N3CCN(c4ccccc4)CC3)c2)on1	4%
O=[N+]([O-])c1cccc(C2Nc3ccccc3CO2)c1 (configuration not stated)	-4%
O=C(NNC(=S)Nc1ccc(F)cc1)[C@H]1C[C@@H]1c1ccccc1	-9%
COc1ccc(-c2cc3c(=O)n(CC(=O)Nc4ccccc4C(F)(F)F)ccn3n2)cc1OC	-2%
COc1ccccc1N1CCN(/N=C\c2sccc2C)CC1	8%
CC1(C)CC(=O)C=C(c2ccc(-c3cccc(C(N)=O)c3)cc2)C1=O	-7%

The closing 2 compounds of the part above open the next one:
SMILES	aSyn tox rescue
COc1ccccc1N1CCN(/N=C\c2sccc2C)CC1	8%
CC1(C)CC(=O)C=C(c2ccc(-c3cccc(C(N)=O)c3)cc2)C1=O	-7%
COc1ccc(-n2c(-c3ccc(F)cc3)cn3c4c(=O)n(C)c(=O)n(C)c4nc23)cc1	0%
CN(C)c1ccc(C2CC(=O)C=C(Nc3ccccc3N)C2)cc1 (configuration not stated)	-4%
COc1ccc(-c2cn3c(n2)sc2cc(C(=O)NCc4cccs4)ccc23)cc1	16%
CCOc1ccc(S(=O)(=O)Nc2ncn[nH]2)cc1	-9%
O=C(C1CCN(S(=O)(=O)Cc2ccccc2)CC1)N1CCN(c2ccccc2)CC1	12%
Fc1ccc(CNC(=S)NC2CCCCCC2)cc1	-7%
COc1ccc(Cl)cc1-n1c(/C=C/c2cccc3ccccc23)nc2ccccc2c1=O	2%
O=C(Cn1ccc2cc(S(=O)(=O)N3CCCCC3)ccc21)NCCc1ccccc1Cl	-4%
O=C(CNC(=O)c1cccs1)N/N=C/c1ccccc1[N+](=O)[O-]	6%
Cc1ccnc(NC(=O)CCC(=O)c2cccs2)c1	-20%
CC1CCCCN1CCCNC(=O)CN1C(=O)c2cccnc2Oc2ccccc21 (configuration not stated)	-12%
CCc1cccc2sc(NC(=O)c3ccc(N4C(=O)CCC4=O)cc3)nc12	3%
CCCC(=O)Nc1cc2nn(-c3ccc(OC)cc3)nc2cc1C	-5%
O=S1(=O)CCN2C(c3cccc4ccccc34)=CSC2=N1	1%
COc1ccc(S(=O)(=O)NCc2ccccn2)cc1NC(=O)c1ccccc1	-6%
O=c1c2ccccc2[nH]c(=S)n1Cc1ccccc1Cl	2%
CCc1nc2ccc(C(=O)N3CCN(c4cc(C)ccc4C)CC3)cc2nc1CC	8%
C[C@@H]1O[C@@H](OC[C@H]2O[C@@H](Oc3c(-c4ccc(O)cc4)oc4cc(O)cc(O)c4c3=O)[C@H](O)[C@@H](O)[C@@H]2O)[C@H](O)[C@H](O)[C@H]1O	3%
C/C(=N\Nc1ccc2nncn2n1)c1ccc(Br)s1	1%
CC(=O)c1cccc(NC(=O)CC2CCCC2)c1	10%
COc1cc2c(-c3cc(Br)ccc3O)nc3c(c(C)nn3-c3ccccc3)c2cc1OC	1%
CC(=O)N(CCC1(c2ccc(C)cc2)CCOC(C(C)C)C1)Cc1ccco1 (configuration not stated)	4%
Cc1ccc(Cl)cc1N1CCN(C(=O)C2CCN(Cc3nc(-c4cccc(Cl)c4)oc3C)CC2)CC1	10%
Cc1ccc(Cl)cc1N1CCN(C(=O)CSc2cc(=O)n(C)c3ccccc23)CC1	13%
Cc1ccc(NC(=O)c2oc3ccc(S(=O)(=O)N4CCCCC4)cc3c2C)c(C)c1	-12%
C[C@@H]1CN([C@@H](C)CO)C(=O)CCCn2nncc2CO[C@@H]1CN(C)C(=O)Nc1ccc(C(F)(F)F)cc1	-1%
Cc1ccc(CNC(=O)Cn2ccn(-c3ccc(C)c(C)c3)c(=O)c2=O)cc1	0%
CC(OC(=O)Cn1[nH]c(=O)c2ccccc2c1=O)C(=O)NC1(C#N)CCCCC1 (configuration not stated)	4%
O=C(CSCc1cnn(-c2ccccc2)c1-n1cccc1)NCc1ccccn1	-4%
CCOc1ccc(N2CC(O)(c3ccc(F)cc3)[N+]3=C2CCCC3)cc1 (configuration not stated)	6%

3 entries from above, comma-delimited:
mol,aSyn tox rescue
Cc1ccc(CNC(=O)Cn2ccn(-c3ccc(C)c(C)c3)c(=O)c2=O)cc1,0%
C[C@@H]1CN([C@@H](C)CO)C(=O)CCCn2nncc2CO[C@@H]1CN(C)C(=O)Nc1ccc(C(F)(F)F)cc1,-1%
O=C(CSCc1cnn(-c2ccccc2)c1-n1cccc1)NCc1ccccn1,-4%

(more compounds)
SMILES	aSyn tox rescue
COc1ccc(-c2noc(N3CCN(c4cccc(Cl)c4)CC3)n2)cc1OC	2%
Cc1nnc(NC(=O)c2ccc(S(=O)(=O)N3CCOCC3)cc2)s1	2%
CNS(=O)(=O)c1ccc(CNC[C@H]2O[C@@H](n3ccc(N)nc3=O)[C@H](O)[C@@H]2O)cc1	-1%
CCOC(=O)c1c(C)oc2ncnc(N3CCN(c4cccc(Cl)c4)CC3)c12	-5%
CCc1ccc(NC(=O)Cn2nnc(-c3ccc(C)cc3-n3cnnn3)n2)cc1	4%
Cc1ccccc1-n1nnnc1SCC(=O)c1c(N)n(C2CC2)c(=O)[nH]c1=O	-8%
COc1cc(NC(=O)C2CCN(S(=O)(=O)c3c(C)noc3/C=C/c3c(C)cc(C)cc3C)CC2)cc(OC)c1	0%
O=C(COc1ccccc1Cl)N(Cc1cccc(F)c1)C1CCS(=O)(=O)C1 (configuration not stated)	4%
Cc1cccc(C)c1NC(=O)c1ccc2c(c1)nnn2C1CCCC1	-8%
CC1Cc2cc(S(=O)(=O)CCC(=O)Nc3ccc(F)c(Cl)c3)ccc2N1C(=O)C1CC1 (configuration not stated)	2%
CC(=O)N1c2ccccc2CC1C(=O)N1CCN(c2cc(Cl)ccc2C)CC1 (configuration not stated)	16%

Screening data as filed in PubChem.

Some of the compounds tested; count on the stated rates, not on these rows.
